Screening data as filed in PubChem.
PG9 binder – small molecules binding HIV-1 gp120 antibody PG9. TR-FRET gp120-PG9 antibody binding. inhibition, % at 6.7 µM. actives 0.43% (n = 360,000); in the data active = inhibition above about 8.5%
TCR-CD3 inh – blocks the human TCR-CD3 interaction | TAMRA-labeled TCR probe fluorescence, biochemical | inhibition, % at 9.4 µM | actives 0.37% (n = 360,000); in the data active = inhibition above about 19%;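 note: recombinant mutant TCR 2C K166C tagged with TAMRA read by polarization; 0% = receptor in buffer alone and 100% = receptor with positive control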
LEDGF integ inh – blocks HIV-1 LEDGF/p75-dependent DNA integration; inhibition, % at 3.7 µM; actives 0.64% (n = 370,000); TR-FRET IN-LEDGF/p75 DNA integration, Eu/Cy5;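 active = inhibition above the screen-wide mean plus 3 SD, cut at about 13% in these data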;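 note: signal is the Cy5 over europium emission ratio at 671 and 618 nm; 0% = plate median of compound wells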
SIAE primary – blocks human sialic acid acetylesterase | inhibition, % at 9.66 µM | SIAE FP-Rh probe binding, fluorescence polarization | AID 1053197 | actives 0.69% (n = 370,000);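 active = inhibition above a cutoff: mean of compounds within the control limits plus 3 SD of those, cut at about 17% in these data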;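 note: 0% = plate median of compound wells and 100% = probe without SIAE protein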
Target sequence (Q9HAT2 whole entry, looked up): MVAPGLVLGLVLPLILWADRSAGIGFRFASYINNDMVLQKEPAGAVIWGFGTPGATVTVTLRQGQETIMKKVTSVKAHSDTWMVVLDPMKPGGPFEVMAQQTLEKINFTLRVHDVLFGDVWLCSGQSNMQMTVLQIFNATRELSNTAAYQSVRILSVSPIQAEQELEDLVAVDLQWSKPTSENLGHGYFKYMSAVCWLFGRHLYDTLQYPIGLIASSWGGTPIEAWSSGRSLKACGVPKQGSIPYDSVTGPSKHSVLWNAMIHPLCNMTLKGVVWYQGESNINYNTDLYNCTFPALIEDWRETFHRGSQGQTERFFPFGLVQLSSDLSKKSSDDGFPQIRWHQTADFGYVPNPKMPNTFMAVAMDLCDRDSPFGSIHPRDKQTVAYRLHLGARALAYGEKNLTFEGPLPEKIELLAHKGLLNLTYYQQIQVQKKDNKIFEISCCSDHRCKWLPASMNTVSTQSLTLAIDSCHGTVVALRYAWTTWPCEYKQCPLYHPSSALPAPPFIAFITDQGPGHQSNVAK
UHRF1 MBD2 ctr – blocks human UHRF1 binding to methylated DNA; actives 0.75% (n = 370,000); inhibition, % at 4.4 µM; UHRF1 binding to methylated oligo, TR-FRET; Q96T88; in the data active = inhibition above about 21%;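 note: UHRF1 SRA domain binding a hemimethylated CpG hairpin DNA probe; 0% = median of test compound wells and 100% = reference inhibitor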
DDE Tn7 FP inh – DD(E)-Tn7 binding inhibition, primary FP screen; inhibition, % at 8.3 µM; FP displacement of FITC-Tn7 peptide from fibrin DD(E); 0% = median of compound wells per plate; P02675; actives 0.13% (n = 370,000);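 active = inhibition above the mean of compounds falling within the control limits plus 3 SD of them, cut at about 14% in these data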;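 note: 0% = plate median of compound wells and 100% = 10 µM Aha-Tn7 peptide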
Target sequence (P02675 whole entry, looked up): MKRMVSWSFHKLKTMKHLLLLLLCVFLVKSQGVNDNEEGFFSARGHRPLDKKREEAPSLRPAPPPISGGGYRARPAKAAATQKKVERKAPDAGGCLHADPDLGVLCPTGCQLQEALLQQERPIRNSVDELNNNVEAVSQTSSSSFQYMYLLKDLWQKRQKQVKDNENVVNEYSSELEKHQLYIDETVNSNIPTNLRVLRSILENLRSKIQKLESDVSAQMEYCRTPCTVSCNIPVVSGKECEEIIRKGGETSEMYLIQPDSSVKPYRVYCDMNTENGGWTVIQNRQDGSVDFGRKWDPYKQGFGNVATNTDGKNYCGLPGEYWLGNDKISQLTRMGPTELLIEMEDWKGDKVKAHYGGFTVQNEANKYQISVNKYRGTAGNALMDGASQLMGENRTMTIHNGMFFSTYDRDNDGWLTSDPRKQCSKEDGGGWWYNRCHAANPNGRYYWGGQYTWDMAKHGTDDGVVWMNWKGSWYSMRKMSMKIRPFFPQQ
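Assay system: Fibrin-DD(E) protein isolated from polymerized human fibrin clots; read-out basis: percent inhibition; medium: Tris/NaCl/CaCl2 buffer, pH 7.8; signal: FP measurement; incubation: 10 min plus 3 h, room temperature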
TDP2 absorb – TDP2 (human) inhibition, absorbance primary screen | inhibition, % at 12.8 µM | O95551 | AID 720702 | recombinant TDP2, T5PNP hydrolysis, p-nitrophenol absorbance 415 nm | actives 0.34% (n = 370,000);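 active = inhibition above the mean of all tested compounds plus 3 SD, set per campaign, cut at about 25% in these data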;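 note: 0% = DMSO with enzyme and 100% = buffer with substrate but no TDP2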
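System: recombinant human TDP2 / Amount: 120 nM TDP2 per well / Also added: 5 mM T5PNP chromogenic substrate / Doses: 12.8 µM single point, 1% DMSO / Incubation: 2 h at 37 °C / Detection: p-Nitrophenol epi absorbance / Evaluation: % inhibition relative to enzyme-containing and enzyme-free wells / Repeats: singlicate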
HTRA1 inh – blocks human HTRA1 serine peptidase; Q92743; recombinant HTRA1, FP-rhodamine activity-based probe, fluorescence polarization; inhibition, % at 5.96 µM; actives 0.5% (n = 340,000); AID 504803; in the data active = inhibition above about 36%;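 note: 0% = enzyme with DMSO and 100% = wells lacking enzyme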
ABHD4 inh – inhibitors of mouse ABHD4. Q8VD66. purified mABHD4, FP-Rh probe fluorescence polarization. inhibition, % at 8.92 µM. actives 0.54% (n = 370,000). AID 720543;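 active = inhibition exceeding the mean over every tested compound plus 3 SD, cut at about 30% in these data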;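 note: 0% = plate median of compound wells and 100% = S159A mutant with DMSO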
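Test system: mABHD4 protein | Buffer or medium: HEPES pH 7.0 buffer, 150 mM NaCl, 0.01% Pluronic F-127 | Probe or stimulus: FP-Rh fluorescent activity-based probe, added after compound pre-incubation | Timing: Pre-incubation 45 min, probe exposure 60 min, at 25 °C | Technique: Fluorescence polarization, excitation 525 nm, emission 598 nm, BODIPY TMR filters | Repeats: Single well per compound (singlicate)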
PRMT1 inh – blocks human protein arginine methyltransferase 1. inhibition, % at 2.79 µM. Q99873. recombinant PRMT1, activity-based probe fluorescence polarization. actives 1.3% (n = 370,000);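 active = inhibition above about 21% made by adding two undisclosed values, limit read from the data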
* = called active by the depositor; / = not tested or not shown; & = joins results of further samples.

Results follow in this order: PG9 binder	TCR-CD3 inh	LEDGF integ inh	SIAE primary	UHRF1 MBD2 ctr	DDE Tn7 FP inh	TDP2 absorb	HTRA1 inh	ABHD4 inh	PRMT1 inh
> Cn1c(=O)[nH]c(=O)c2c1nc(Br)n2CC(O)COc1ccccc1 (configuration not stated)
→ -1.9	-1	1	0	2	-8	-9	0	5	-1
> CS(=O)(=O)c1ccc(C(=O)OC2CCOC2=O)cc1[N+](=O)[O-] (configuration not stated)
→ 1.0	-2	0	8	-1	0	-4	-3	2	2
> c1cc(-c2ccc(N3CCOCC3)cc2)n2cnnc2c1
→ 0.1	-2	3	10	0	-1	3	/	9	2
> Cc1ccc(NC(=O)CN2C(=O)NC(C)(c3ccccc3)C2=O)c(C)c1 (configuration not stated)
→ -1.9	-4	-2	-2	1	-6	-3	-6	0	1
> COc1ccc(C)cc1NC(=O)CN1C(=O)COc2ccc(S(=O)(=O)N3CCCCCC3)cc21
→ -0.1	4	2	12	0	2	14	0	1	-5
> C#CCOCCOCCOCCNc1nc(N2CCN(C(=O)[C@H]([C@@H](C)CC)n3cc([C@@H](N)CO)nn3)CC2)nc(N2CCN(C(=O)[C@H](CCCCN)n3cc([C@@H](N)C(C)CC)nn3)CC2)n1 (some centres not stated)
→ -0.8	9	-3	3	10	2	7	-3	3	0
> Cc1cc(NC(=O)CCC(=O)N(CC(=O)NC2CCCC2)Cc2ccccc2Cl)no1
→ -3.6	-4	-5	-4	-2	-2	-4	-1	8	-1
> COc1cccc(N2CCN(C(=O)c3ccc4ccccc4c3)CC2)c1
→ 1.9	4	1	6	-1	-5	11	-8	-6	0
> Cc1nn(C)cc1CN(C)C(=O)c1nn2c(c1Br)NC(c1cccs1)CC2C(F)(F)F (configuration not stated)
→ 1.5	-7	-5	3	2	0	-7	1	6	3
> Cc1c(NC(=O)c2cc(-n3cnnc3)ccc2Cl)cccc1-c1nc2ccccc2o1
→ -1.2	-2	3	-3	2	-8	-5	-35	-4	-3
> COc1cc(C(=O)Nc2ccc(-c3nnc(-c4ccco4)o3)cc2)cc(OC)c1OC
→ 1.3	0	0	-11	19	1	-10	-5	2	-1
> O=C(O)c1cc(S(=O)(=O)N2CCCCC2)ccc1N1CCOCC1
→ 1.9	-5	-3	-3	0	4	7	5	4	3
> O=C(Cc1ccccc1)NCCS(=O)(=O)N1CCN(c2cccc(Cl)c2)CC1
→ -1.7	4	-2	-5	1	-6	-23	4	0	-4
> O=C(N/N=C/c1cccc([N+](=O)[O-])c1)c1ccccc1-n1cccc1
→ -1.6	7	5	13	-1	1	-1	2	-2	0
> COC(=O)C1=NN(C(=O)c2cccc(Br)c2)C(O)(c2ccc(Cl)cc2)C1 (configuration not stated)
→ -0.1	4	1	3	-2	-7	-5	66*	9	0
> O=C(/C=C/c1ccc([N+](=O)[O-])cc1)c1cccs1
→ -1.9	-3	5	4	5	3	-4	8	-4	-2
> COC(=O)CNC(c1ccccc1)c1cc(Br)ccc1NC(C)=O (configuration not stated)
→ -1.1	5	3	-2	-1	-10	-8	-2	2	-2
> O=C(CSc1nnnn1C1CC2C=CC1C2)Nc1ccc(C(=O)O)cc1 (configuration not stated)
→ 1.1	4	-1	4	1	6	3	-3	-8	-2
> CCC(NC(=O)c1ccccc1NC(=O)c1ccccc1)C(=O)OC (configuration not stated)
→ 0.8	4	1	-5	13	9	4	-14	1	-1
> COCCCNC(=O)CCc1nc(-c2ccccc2)no1
→ -1.0	1	-1	-1	-2	2	8	-2	4	-4

Two neighbouring records already listed:
Results follow in this order: PG9 binder	TCR-CD3 inh	LEDGF integ inh	SIAE primary	UHRF1 MBD2 ctr	DDE Tn7 FP inh	TDP2 absorb	HTRA1 inh	ABHD4 inh	PRMT1 inh
> Cn1c(=O)[nH]c(=O)c2c1nc(Br)n2CC(O)COc1ccccc1 (configuration not stated)
→ -1.9	-1	1	0	2	-8	-9	0	5	-1
> CS(=O)(=O)c1ccc(C(=O)OC2CCOC2=O)cc1[N+](=O)[O-] (configuration not stated)
→ 1.0	-2	0	8	-1	0	-4	-3	2	2

Other structures follow:
Results follow in this order: PG9 binder	TCR-CD3 inh	LEDGF integ inh	SIAE primary	UHRF1 MBD2 ctr	DDE Tn7 FP inh	TDP2 absorb	HTRA1 inh	ABHD4 inh	PRMT1 inh
> O=C(NCCS(=O)(=O)NCCc1ccccc1)c1ccccc1
→ -1.9	6	13	0	-4	0	6	3	1	-2
> O=C(Nc1cccc(S(=O)(=O)NC2=NCCC2)c1)c1ccccc1OC(F)F
→ -1.9	6	8	-1	-4	-6	0	-7	7	-3
> Cc1ncc(CSc2nnnn2-c2ccccc2)c(N)n1
→ -0.1	2	-2	4	0	3	-1	5	-1	-1
> O=C1C(c2ccncc2)=C(O)c2ccccc21
→ -2.3	5	-3	4	-11	-5	-3	1	3	3
> Cc1ccc(S(=O)(=O)NC(=O)NCc2ccco2)cc1
→ 0.8	-2	-3	-1	-2	3	-5	6	-8	5
> Cn1c(O)c(C(C#N)=C2N=c3ccccc3=N2)c2ccccc21
→ -9.6	8	-1	5	-2	-3	-2	15	12	-1
> CNS(=O)(=O)c1cccc(C(=O)OCC(=O)Nc2ccc(OC)cc2[N+](=O)[O-])c1
→ -1.0	-2	-4	1	-1	2	0	-1	3	3
> CCc1ccc(C(=O)COC(=O)C2=NN(c3ccccc3)C(=O)CC2)cc1
→ -3.1	0	0	-3	-3	-2	-8	2	0	-6
> C=C1CC(COc2ccc3c(C)c(Cl)c(=O)oc3c2)(c2ccccc2)OC1=O (configuration not stated)
→ -0.5	-4	2	-6	-4	-2	9	-20	8	1
> CN(C)c1cc(N/N=C/c2ccccc2C(F)(F)F)nc(N(C)C)n1
→ 0.1	4	2	3	-6	-2	22	9	9	-2
> NC(=O)CN1CCN(S(=O)(=O)c2ccc(Br)cc2)CC1
→ -0.3	3	2	13	-1	-3	1	0	-1	-9
> CCN1CCN(Cc2ccc(C(=O)Nc3ccc(C)c(NCc4cnc(NC(=O)OC)cn4)c3)cc2C(F)(F)F)CC1
→ -1.4&-3.9	-2&5	5&0	2&2	4&2	6&1	-7&-7	-3&-2	-3&0	12&-2
> O=[N+]([O-])c1cc(Cl)c2cccnc2c1O
→ -0.3	-1	-4	0	-11	2	-3	43*	10	7
> Cc1ccc(S(=O)(=O)N2CCC(C(=O)NCCc3ccccc3)CC2)cc1
→ -2.0	5	-4	-1	0	2	1	2	-5	0
> CN1C(=O)Cn2c1nc1ccccc12
→ 1.6	2	0	4	-2	-2	1	5	6	-2
> COc1ccc(C(=O)c2ccc([N+](=O)[O-])cc2)cc1S(=O)(=O)N1CCC(C(=O)O)CC1
→ -1.1	2	-1	-5	3	3	-3	4	6	4
> CS(=O)(=O)Nc1ccc(C(=O)N2CCCC2)cc1
→ -1.2	3	-2	-3	0	-2	14	2	1	2
> COc1ccc(CC(=O)N2CCCC(CNC(=O)c3ccccc3Cl)C2)cc1 (configuration not stated)
→ -1.4	4	0	2	5	-1	-10	1	-5	-2
> N#CC1=C(N)n2c(s/c(=C\c3ccco3)c2=O)=C(C#N)C1c1ccco1 (configuration not stated)
→ 0.3	7	38*	6	41*	5	-4	20	32*	41*
> N#Cc1ccc(-c2cccc3nccn23)cc1
→ 1.7	-6	1	4	-3	-1	-10	/	0	-3
> CCc1ccc(NS(=O)(=O)c2ccc3[nH]c(=O)[nH]c3c2)cc1
→ -0.5	1	-5	-2	3	-1	-10	9	-3	-1
> COc1cccc(/C=C2\SC(=S)N(C(Cc3ccccc3)C(=O)O)C2=O)c1 (configuration not stated)
→ -0.8	6	2	-5	-3	4	-1	-37	-7	1
> O=C(CCC(=O)Nc1ccccc1)NNC(=O)C(c1ccccc1)c1ccccc1
→ 1.9	-7	0	6	3	3	8	-5	14	1
> CCCCOc1ccccc1C1C(C(=O)OC)=CN(CC)C=C1C(=O)OC
→ -0.6	-6	2	8	1	4	-2	0	1	3
> COC(=O)[C@H](CC(C)C)N(CCCc1cn(CC2CCCCC2)nn1)S(=O)(=O)c1ccccc1Br
→ /	/	-5	-3	-1	-2	-3	/	3	3
> CC(C)(C)c1ccc(C(=O)CCCSC2=C(C#N)C(c3ccco3)C3=C(CCCC3=O)N2)cc1 (configuration not stated)
→ -0.6	0	1	-20	-1	0	-3	-41	12	6
> CC1CCN(C(=O)COC(=O)c2cc3ccccc3cc2O)CC1
→ 0.4	-6	0	2	1	1	-10	-3	-3	-2
> N#CC(=C1CCCC1)c1nc(-c2ccc(Cl)cc2)cs1
→ 0.0	3	-2	-12	-2	-4	-7	-19	-2	-1
> O=C(CN1CCOCC1)NCCC12CC3CC(CC(C3)C1)C2
→ 1.2	-2	-2	-2	4	-1	-6	2	14	4
> C=CCn1c(N)c(C(=O)Nc2ccccc2OC)sc1=S
→ -3.1	-3	4	6	-3	4	-15	0	1	1
> COc1ccccc1CC(NC(C)=O)C(=O)NC1CCN(C(=O)Nc2ccccc2F)CC1 (configuration not stated)
→ -0.3	-7	-2	-2	2	3	6	2	1	4
> Cc1ccc2nc(Cl)c(/C=N/NC(=O)c3ccccc3O)cc2c1
→ -1.8	1	-1	2	1	6	-9	-1	1	2
> COc1ccc(OC)c(/C=N/NC(=O)c2cc3c(OC)cccc3[nH]2)c1
→ -1.1	-9	-7	-2	0	-3	-4	-46	-4	8
> NN1C(=O)c2cccc3c(C(=O)O)ccc(c23)C1=O
→ -1.7	3	-1	1	-5	3	-4	2	-2	-1
> CCOC(=O)N1CCN(CC(O)COc2ccccc2C(C)CC)CC1 (configuration not stated)
→ 0.7	-1	1	3	6	-4	-12	-3	1	1
> O=C(c1ccc(CS(=O)(=O)c2ccc(Br)cc2)o1)N1CCOCC1
→ -2.0	-6	-1	1	1	3	7	-8	1	6
> COC(=O)[C@]12C[C@H](CC(=O)NCc3cccc(C(F)(F)F)c3)C(=O)N(CCc3ccc(OC)c(OC)c3)C1=C[C@H](C1CCCC1)O[C@@H]2C
→ /	/	6	-4	-2	-4	-4	/	-8	-3
> CCN(CC)S(=O)(=O)c1ccc(C(=O)Nc2ccc3c(c2)OCO3)cc1
→ -2.7	0	-5	0	1	-1	-4	0	2	5
> Cc1ccc(S(=O)(=O)N2CCCC2CNC(=O)C(=O)NC2CC2)cc1 (configuration not stated)
→ 0.0	-12	-4	-2	0	5	-8	-1	1	3
> Cc1cnc(NC(=O)COc2cccc3c2OC(C)(C)C3)s1
→ -0.9	1	-3	-5	2	6	1	-1	-6	4
> CC(=C1C(=O)c2ccccc2C1=O)N1CCc2ccccc2C1
→ -2.3	-4	1	2	-3	-8	0	-3	-1	4
> Cc1ccc2c(c1)N(Cc1ccncc1)C(=O)C(C)O2 (configuration not stated)
→ -0.1	2	3	2	1	3	13	0	3	2
> COc1ccc(C(=O)C[n+]2ccc3c(c2)nc(-c2ccc(OC)cc2OC)n3C)cc1
→ 0.6	2	2	-2	-1	-5	-3	4	5	-1
